HCMV antiviral – qHTS Assay for inhibitors of the human cytomegalovirus (HCMV); activity change, negative = inhibition, % at 57.5 µM; HFF cells, HCMV-luciferase reporter, 72 h; stronger effect = lower value; 410,000 tested, 4.5% active; in the data active means activity change below about -60%; inconclusive means no clear call, values can overlap the other calls; inactive means above about -39%
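After 16 h attachment at 37C, HFF cells received test compound and HCMV-luciferase (1 PFU/cell); reporter luminescence read 72 h later, data normalized against buffer-only and known inhibitor Salinomycin.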
HCV inhibitor – qHTS Assay for Inhibitors of Hepatitis C Virus (HCV) | Huh7.5.1 HCVcc-Cre infection, luciferase reporter, 44 h | 340,000 tested, 3.4% active | Potency, µM (doses to about 41.8 µM), for the others: top-dose activity change, negative = inhibition, actives largely listed as inhibitors; further: potency means the concentration at half of the fitted maximal effect
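Seed cells (1,000/well) for 4 h; treat with compound and infect with HCVcc-Cre, moi about 0.5. Incubate 44 h, then detect luciferase activity.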
AmpC detergent – qHTS Inhibitors of AmpC Beta-Lactamase (assay with detergent); 370,000 tested, 0.041% active; AmpC hydrolysis of nitrocefin, absorbance 480 nm, 0.01% Triton; AID 485294, 2010; Potency, µM (titrated, usually from 114 µM), for inactives: top-dose activity change, negative = inhibition, actives largely listed as inhibitors; P00811;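 further: potency means the concentration at half of the fitted maximal effect; 0% = no-compound wells and -100% = no-enzyme wells; nearly all actives have a fitted effect of over 25% in size; some results filed as inactive show a strong effect at the top dose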
Target sequence (P00811 whole entry, looked up): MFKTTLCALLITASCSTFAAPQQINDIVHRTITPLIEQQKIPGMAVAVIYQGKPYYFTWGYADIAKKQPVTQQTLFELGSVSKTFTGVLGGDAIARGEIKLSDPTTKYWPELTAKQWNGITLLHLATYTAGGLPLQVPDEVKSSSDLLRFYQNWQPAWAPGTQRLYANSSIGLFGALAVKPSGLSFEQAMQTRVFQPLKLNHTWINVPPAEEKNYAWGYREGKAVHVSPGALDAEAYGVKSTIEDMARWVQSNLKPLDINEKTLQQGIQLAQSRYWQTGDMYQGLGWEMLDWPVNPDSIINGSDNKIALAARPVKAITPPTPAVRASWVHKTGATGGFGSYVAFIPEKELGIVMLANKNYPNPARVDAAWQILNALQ
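AmpC (5.3 nM in the dispensed reagent) in 20 mM phosphate pH 7.0 with 0.01% (detergent screen) or 0.0001% Triton X-100 was preincubated with compounds for 15 min at room temperature. Nitrocefin was then added from an 800 uM solution, and hydrolysis was followed at 480 nm.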
Sm TGR inh – qHTS Assay for the Inhibitors of Schistosoma Mansoni Peroxiredoxins; Schistosoma mansoni thioredoxin glutathione reductase (TGR), Q962Y6; purified TGR, DTNB reduction, TNB absorbance 405 nm; Potency, µM (highest dose often 114 µM), for inactives: at the top dose activity change, negative = inhibition, most hits filed as inhibitors; 360,000 tested, 3% active; AID 485364, 2010; further: potency means the concentration at half of the fitted maximal effect; nearly all actives have a fitted effect of over 60% in size
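TGR 20 nM + NADPH 100 uM (dispensed conc.), cpd preinc 15 min RT; start with NADPH (500 uM addition) then DTNB (15 mM addition). Kinetic TNB absorbance, 405 nm filter. Four-parameter Hill fit across titration.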
AmpC inh no detg – qHTS Inhibitors of AmpC Beta-Lactamase (assay without detergent); P00811; 330,000 tested, 0.52% active; AmpC nitrocefin hydrolysis, absorbance 480 nm, 0.0001% Triton; AID 485341, 2010; Potency, µM (top dose mostly 57.1 µM), inactives show top-dose activity change, negative = inhibition, usual class: inhibitors;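 further: potency means the concentration at half of the fitted maximal effect; plate controls were no compound for no effect and no enzyme for full effect; nearly all actives have a fitted effect of over 20% in size; some results filed as inactive show a strong effect at the top dose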
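20 mM phosphate pH 7.0 + 0.01% (detergent screen) or 0.0001% Triton X-100; 5.3 nM AmpC reagent; cpd preinc 15 min RT; nitrocefin (800 uM stock) to start; A480 q20 s × 4 min; Activity was normalised to no-enzyme and no-compound control wells.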
FBPA Giardia inh – qHTS Assay for Inhibitors of Fructose-1,6-bisphosphate Aldolase from Giardia Lamblia; A8B2U2; purified Giardia FBPA; Potency, µM (doses to about 59.6 µM), for the others: at the highest dose activity, negative = inhibition, most hits filed as inhibitors; 290,000 tested, 0.71% active; AID 2451, 2010; further: potency means the concentration at half of the fitted maximal effect; nearly all actives have a fitted effect of over 55% in size
Target sequence (A8B2U2 whole entry, looked up): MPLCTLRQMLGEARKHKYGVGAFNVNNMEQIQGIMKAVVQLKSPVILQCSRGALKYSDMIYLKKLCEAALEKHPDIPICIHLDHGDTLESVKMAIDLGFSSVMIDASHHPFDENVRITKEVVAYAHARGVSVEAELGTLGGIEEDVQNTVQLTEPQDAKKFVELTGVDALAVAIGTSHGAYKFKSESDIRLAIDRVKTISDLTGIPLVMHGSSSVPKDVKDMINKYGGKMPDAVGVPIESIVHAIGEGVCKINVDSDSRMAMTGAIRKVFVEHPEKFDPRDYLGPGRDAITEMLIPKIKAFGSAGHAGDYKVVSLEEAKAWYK
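Giardia FBPA (40 nM reagent) was preincubated 10 min at RT with compound (up to 57.5 uM final), then substrate plus GAPDH/TPI/NAD/arsenate coupling system with diaphorase/resazurin was added; resorufin fluorescence (525/598 nm) was read after 20 min.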
* = called active by the depositor; ? = inconclusive; . = not tested or not shown; [ ] = remark or other dose. Unless noted, the call rests on the fitted dose curve; in most records, active means well fitted curve in the direction sought with a large enough effect; inconclusive means small, poorly fitted or top-dose-only effect, or another doubt; inactive means no such curve, though single readings can be large; an effect the other way counts as inactive or inconclusive. Unless noted, on the % scale 0 is the no-effect control and ±100 the full control effect.

structure | HCMV antiviral | AmpC inh no detg | FBPA Giardia inh | AmpC detergent | HCV inhibitor | Sm TGR inh
COc1ccc(S(=O)(=O)N2CCN(C(=O)C3CCCCC3)CC2)cc1 | -26 | -1% | -1% | -7% | -3% | 0%
COc1ccc2c(c1)C(=O)N1[C@H]3c4cc(Br)ccc4OC[C@@H]3[C@H](c3ccccc3)[C@]1(C)C(=O)N2 | . | -22% | . | -6% | ? | -13%
Clc1ccccc1-c1nn2c(-c3ccccn3)nnc2s1 | -39 | -7% | 9% | ? | -18% | -3%
O=C(CC1SC(=Nc2ccccc2)N(Cc2ccccn2)C1=O)Nc1cccc(Cl)c1 (stereo not drawn) | 37 | -21% | -13% | -7% | ? | -12%
O=C(NCc1ccccc1F)C1CCCN(S(=O)(=O)c2ccc(-n3cnnn3)cc2)C1 (stereo not drawn) | -77* | -27% | 9% | ? | 3% | -8%
COC(=O)c1ccc(/C=N/NC(=O)CC(=O)NC2CCCCC2)cc1 | ? | -20% | 8% | -12% | 10% | 2%
CCC(C(=O)OCC(=O)Nc1ccc(F)cc1)c1ccccc1 (stereo not drawn) | -31 | -18% | . | -9% | 0% | 2%
Cc1cc(N2CCC(C(=O)NC3CCCCC3)CC2)nc(-c2ccccc2)n1 | -15 | -10% | 5% | -3% | 6% | 4%
O=C(N/N=C/c1cccnc1)c1ccc2ccccc2c1O | ? | -37% | . | -7% | -1% | -31%
COc1ccccc1NC(=O)CSc1nnc(N)s1 | -7 | . | . | 5% | . | ?
CCc1cccc(C)c1NC(=O)Cn1nc(C)c2nn(-c3ccc(Cl)cc3)c(C)c2c1=O | -62* | . | . | 16% | . | 1%
COC(=O)Nc1ccc2c(c1)N(C(=O)CCCl)c1ccccc1S2 | . | 14% | 15% | 2% | ? | -27%
CC(C(=O)O)C1SC(=O)NC1=O (stereo not drawn) | -4 | -1% | -5% | -10% | 4% | -4%
CNC(=O)NNC(=O)c1onc(-c2c(Cl)cccc2Cl)c1C(=O)OC | 22 | -12% | -2% | 2% | 0% | 2%
Cn1nc(C(F)(F)F)c(C(=O)Nc2ccc(F)cc2F)c1Cl | -10 | -13% | 3% | 2% | 3% | 1%
Cc1ccc(OCCC(=O)OCC(=O)NC2CCCC(C)C2C)cc1 (stereo not drawn) | 17 | 42% | . | . | 12% | .
O=C(c1ccccc1)c1cc[n+]([O-])cc1 | 3 | -11% | 3% | -10% | 7% | 0%
Cc1nn(CCCC(=O)NC(C)c2ccccc2)c(=O)c2nn(-c3ccccc3)c(C)c12 (stereo not drawn) | -7 | 58% | 7% | 3% | 2% | -12%
CC(/C=N/Nc1nncc(=O)[nH]1)=C\c1ccccc1 | 43 | -8% | -15% | -17% | 5% | -3%
COc1ccc(N2CCN(C(=O)c3ccc(NS(=O)(=O)c4cccs4)cc3)CC2)cc1 | -7 | -15% | -4% | -1% | -11% | 7%
CCOc1ccc(-c2cc(C(=O)NCCCn3ccnc3)c3cc(Br)ccc3n2)cc1 | -77* | 138%[activator] | . | -10% | 10µM* | -12%
O=C(Cc1ccccc1)Nc1nnc(-c2ccco2)o1 | 26 | -12% | ? | -7% | 33%[activator] | -1%
Cc1ccccc1OCC(=O)Nc1nc(-c2ccncc2)cs1 | -7 | -37% | . | 5% | ? | 4%
Cc1cc(C(F)F)n2nc(C(=O)Nc3sc4c(c3C#N)CCC4)nc2n1 | 11 | -35% | -25% | -18% | 7% | -9%
COc1ccccc1N1CCN(c2nc3c(S(=O)(=O)c4ccccc4)nnn3c3ccc(Cl)cc23)CC1 | 6 | . | . | -4% | . | -1%
COc1cc(OC)c(S(=O)(=O)NC(C)C)cc1S(=O)(=O)NC(C)C | -22 | -1% | 4% | 1% | -2% | 6%
CC(=O)c1cccc(NC(=O)CN2C(=O)COc3ccc(Cl)cc32)c1 | -17 | -21% | 0% | -1% | ? | 1%
CC(Oc1ccc(Cl)cc1Cl)C(=O)NCCC1=CCCCC1 (stereo not drawn) | -13 | 4% | 3% | -1% | -25% | -22%
Cc1ccc(C2c3sc(=O)[nH]c3SC3C(=O)NC(=O)C32)cc1 (stereo not drawn) | 47 | -13% | 2% | -3% | -9% | 2%
FC(F)(F)c1cc(-c2ccco2)nc(NCc2ccco2)n1 | 25 | -14% | 2% | -11% | ? | ?
Cc1c(C(=O)Nc2ccc(F)c(F)c2)oc2ccc(S(=O)(=O)N3CCC4(CC3)OCCO4)cc12 | 1 | . | . | 2% | . | -8%
CCc1ccc(NC(=O)C2CCN(c3nn4cc(-c5ccc(OC)cc5)nc4s3)CC2)cc1 | 0 | . | . | 13% | . | -4%
COc1ccc(-c2nn(CC(=O)N3CCCCC3)c(=O)c3ccccc23)cc1 | . | -14% | 1% | ? | . | 3%
COc1ccc(C(=O)NCC(=O)OCc2ccc(F)cc2Cl)cc1OC | -2 | -5% | 5% | ? | -6% | -18%
COC(=O)C1=C(C)N(C)C(=S)N(C)C1c1cccc(Br)c1 (stereo not drawn) | ? | -8%[2.29 µM] | 2% | 0% | 14% | ?
COc1cc(NC(=O)Nc2ccc(C)cc2)cc([N+](=O)[O-])c1 | -63* | -34% | -3% | -4% | -27% | -7%
CCOc1ccc(C(C)NC(=O)c2ccccc2OCc2c(C)noc2C)cc1OCC (stereo not drawn) | 30 | 108%[activator] | . | 1% | . | -4%
O=C(c1cccn1-c1nnc(N2CCCC2)s1)N1CCN(c2ccccc2)CC1 | 0 | . | . | 0% | . | 11%
Cc1ccc(CNC(=O)CCC(=O)Nc2nnc(C3CCCCC3)s2)cc1 | -23 | -10% | 0% | 5% | 17% | 8%
CCOc1ccccc1C(=O)Nc1ccc(S(=O)(=O)N(Cc2ccccc2)c2ccccc2)cc1 | 11 | . | . | 18% | . | 8%
CC1(C)Cc2ccccc2-c2nnc(SCC(=O)N3CCc4ccccc43)n21 | -3 | 1% | 24% | 9% | ? | 19%
Cc1cccc(Oc2cc(NC(=O)Cn3cnc([N+](=O)[O-])n3)cc([N+](=O)[O-])c2)c1 | -17 | -22% | -13% | 5% | ? | 3%
COc1ccc(CCNC(=O)CCNS(=O)(=O)c2cc(Br)cnc2N)cc1OC | ? | 31% | 5% | -2% | 5% | 6%
Cn1cccc1C(=O)OCC(=O)Nc1sccc1C#N | 80 | -37% | . | . | -12% | .
COC(=O)c1cccc(CN2C(=O)SC(Nc3ccc(Br)cc3)C2=O)c1 (stereo not drawn) | 3 | . | . | 3% | . | 1%
c1cnc(N2CCN(c3nc4ccccc4n4cnnc34)CC2)nc1 | -7 | -5% | 7% | -2% | -16% | 13%
Cc1c(Cl)c(C(F)(F)F)nn1CC(=O)N1CCSCC1 | 8 | -12% | 1% | -11% | 10% | 2%
Cc1oc2cc([N+](=O)[O-])c(O)c([N+](=O)[O-])c2c1C(=O)c1ccc(Br)cc1 | -27 | -27% | -14% | -2% | -16% | ?

The last 4 entries of the part before lead into the next.
structure | HCMV antiviral | AmpC inh no detg | FBPA Giardia inh | AmpC detergent | HCV inhibitor | Sm TGR inh
COC(=O)c1cccc(CN2C(=O)SC(Nc3ccc(Br)cc3)C2=O)c1 (stereo not drawn) | 3 | . | . | 3% | . | 1%
c1cnc(N2CCN(c3nc4ccccc4n4cnnc34)CC2)nc1 | -7 | -5% | 7% | -2% | -16% | 13%
Cc1c(Cl)c(C(F)(F)F)nn1CC(=O)N1CCSCC1 | 8 | -12% | 1% | -11% | 10% | 2%
Cc1oc2cc([N+](=O)[O-])c(O)c([N+](=O)[O-])c2c1C(=O)c1ccc(Br)cc1 | -27 | -27% | -14% | -2% | -16% | ?
O=C(COc1ccccc1Br)Nc1ccc2c(c1)OCCCO2 | ? | -4% | 0% | -1% | -18% | -4%
CCOC(=O)N1CCC(NC(=O)CCc2ccccc2)CC1 | -5 | -2% | -2% | -7% | 20% | -2%
Clc1nc(NCc2ccco2)nc(N2CCCCC2)n1 | -36 | -16% | 7% | 1% | -19% | -4%
CS(=O)(=O)c1cccc(C(=O)OCC(=O)Nc2ccc3c(c2)OCO3)c1 | -15 | -11% | . | 5% | -6% | 1%
O=[N+]([O-])c1ccccc1Oc1cnc2ccccc2n1 | 33 | -20% | -16% | -2% | -5% | -6%
FC(F)(F)c1ccc(N2CCN(c3ncnc4c3nnn4Cc3ccccc3Cl)CC2)cc1 | -31 | -13% | -1% | 3% | 23% | -4%
COCCCNC(=O)c1oc2c(c1C)-c1nn(Cc3cccc(Cl)c3)cc1CC2 | -3 | . | . | 2% | . | -7%
COc1ccccc1OCC(=O)NCCSCc1cccc(Cl)c1 | 21 | 22%[2.29 µM] | -3% | -8% | -28% | -4%
CC(CCc1ccccc1)NC(=S)NC(=O)c1ccco1 (stereo not drawn) | -39 | -4%[2.29 µM] | -12% | 1% | -3% | ?
CC1(C)CC(=O)C(C=NCc2ccc3c(c2)OCO3)=C(O)C1 | 21 | -4% | 0% | 1% | 15% | 2%
CCC(C)NC(=S)NNC(=O)c1ccc(C(C)(C)C)cc1 (stereo not drawn) | -26 | -19% | -6% | -2% | -3% | 1%
O=C1c2ccccc2S(=O)(=O)N1Cc1cc(=O)n2ccsc2n1 | 48 | -7% | 0% | -3% | -4% | 9%
COc1ccc(NC(=O)COC(=O)C2CC2)cc1S(=O)(=O)N1CCCCC1 | -19 | -34% | . | 0% | -28% | -23%
CCOc1ccc(-n2c(CC)nc3ccccc3c2=O)cc1 | -87* | -11% | 0% | -2% | 1% | -4%
CCCC(=O)Nc1ccc(NC(=O)c2ccccn2)cn1 | 131 | -17% | -10% | -14% | 20% | 6%
CCC(C)(C)n1nnnc1C(c1cc2cc(C)cc(C)c2[nH]c1=O)N1CCCC1 (stereo not drawn) | -5 | 23% | -15% | -9% | ? | 22µM*
O=C(Nc1cccc(-c2ccc(N3CCOCC3)nn2)c1)c1ccccc1 | 8 | ? | . | ? | ? | -4%
COC(=O)C1C(=O)C(C(=O)/C=C/c2ccccc2)C(=O)CC1(C)C (stereo not drawn) | -82* | -18% | -8% | -1% | -7% | 5%
CC(C)NC(=O)[C@]1(C)CCC[C@@]2(C)C3CC[C@@]4(C)C[C@]3(CCC21)CC4=O (stereo partly drawn) | -26 | 121%[activator] | . | -5% | 11% | -17%
CC(C)N1CCC(N2CCN(Cc3nc4ccccc4s3)CC2CCO)CC1 (stereo not drawn) | 8 | -1% | 1% | 4% | 6% | ?
O=C(CNC(=O)c1cccc(Cl)c1)NCCCSc1ccccc1 | -28 | -13% | . | ? | 6% | -1%
Cc1ccc(OCCn2c(Br)nc3c2c(=O)n(C)c(=O)n3C)cc1 | ? | -20% | 3% | -14% | 8.9µM* | 2%
COc1cccc2cc(-c3nc4ccccc4o3)c(=O)oc12 | -21 | -25% | -2% | 1% | -13% | 5%
Cc1nc(N2CCN(c3ccccn3)CC2)c2c(C)c(C(=O)Nc3ccc(Br)cc3C)sc2n1 | ? | -18% | 1% | -1% | 9% | 8%
